From PubChem BioAssay
Peg3 prom inh: reduces Peg3 promoter-driven luciferase expression in HeLa. inhibition, % at 20 µM. AID 588405. HeLa PEG-Prom luciferase reporter, luminescence, overnight. 360,000 compounds, 1.7% hits;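 active = inhibition of at least 50% at 20 µM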
NR2E3 ag-1: NR2E3 (human) agonism. Q9Y5X4. GST-NR2E3/biotin-RetCOR TR-FRET, 1536-well. inhibition of corepressor binding, % at 4.78 µM. 320,000 compounds, 0.12% hits. AID 2300;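 active = percent inhibition above the cutoff of mean plus 3 SD of all tested compounds, set per screening campaign, cut at about 20% in these data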;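 note: 0% = DMSO wells and 100% = biotin wells as full block of FRET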
Target sequence (Q9Y5X4 whole entry, looked up): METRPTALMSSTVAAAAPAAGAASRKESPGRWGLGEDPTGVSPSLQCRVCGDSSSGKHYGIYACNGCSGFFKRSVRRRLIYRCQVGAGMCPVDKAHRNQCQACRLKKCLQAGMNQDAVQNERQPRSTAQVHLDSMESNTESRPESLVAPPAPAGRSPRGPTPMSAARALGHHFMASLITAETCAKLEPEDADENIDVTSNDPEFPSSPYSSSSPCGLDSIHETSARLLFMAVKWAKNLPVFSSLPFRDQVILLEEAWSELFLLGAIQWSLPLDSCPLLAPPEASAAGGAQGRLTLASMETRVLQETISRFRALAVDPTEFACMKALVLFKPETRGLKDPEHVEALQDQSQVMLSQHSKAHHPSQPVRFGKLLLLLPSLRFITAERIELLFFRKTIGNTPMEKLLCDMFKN
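Test system: GST-NR2E3 and biotin-RetCOR proteins | Quantity: 1.35 nM GST-tagged NR2E3 final | Medium: Tris pH 7.5 | Also added: 7 nM biotin-RetCOR | Dosing: Compound at 4.8 µM, single dose | Timing: 5 h at 4 °C | Detection: Time-resolved FRET | Read-out basis: Percent inhibition | Benchmarks: Biotin wells as high control, 0.6% DMSO wells as low control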
PDI inh: inhibitors of human protein disulfide isomerase; P07237; PDI insulin aggregation turbidity, A650, 90 min; inhibition, % at 10 µM; 350,000 compounds, 0.052% hits; AID 588391;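 active = mean inhibition across replicates of 30% or more, whatever share of single replicates reach that level; inconclusive = mean inhibition below 30% while every single replicate reaches 30%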;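 note: absorbance from insulin aggregation driven by PDI reduction with DTT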
Target sequence (P07237 whole entry, looked up): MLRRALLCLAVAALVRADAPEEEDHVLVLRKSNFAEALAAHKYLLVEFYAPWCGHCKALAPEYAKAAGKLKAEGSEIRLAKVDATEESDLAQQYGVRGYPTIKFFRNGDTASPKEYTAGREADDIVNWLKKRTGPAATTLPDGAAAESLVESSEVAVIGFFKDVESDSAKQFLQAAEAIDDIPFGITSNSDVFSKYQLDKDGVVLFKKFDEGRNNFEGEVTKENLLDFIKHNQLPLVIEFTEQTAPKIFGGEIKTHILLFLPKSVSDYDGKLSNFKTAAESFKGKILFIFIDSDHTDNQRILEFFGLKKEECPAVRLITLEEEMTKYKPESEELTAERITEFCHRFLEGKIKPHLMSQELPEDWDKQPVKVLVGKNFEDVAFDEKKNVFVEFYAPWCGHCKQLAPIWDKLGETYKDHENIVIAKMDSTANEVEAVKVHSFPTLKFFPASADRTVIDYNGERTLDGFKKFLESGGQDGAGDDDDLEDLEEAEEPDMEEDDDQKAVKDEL
Shn3 inh set2: Schnurri-3 reporter inhibition in Clone20 osteoblasts. Clone20 osteoblast Shn3 3'UTR firefly luciferase, 24 h. inhibition, % at 12.5 µM. 360,000 compounds, 0.52% hits. AID 588674;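 active = mean inhibition of at least 75% with every replicate also reaching 75%; inconclusive = mean inhibition at least 75% but some replicate below; inactive = mean inhibition below 75%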;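 note: 0% = median of neutral control wells and 100% = pilot-screen positive control compound; some compounds past the cut are filed as inactive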
CaV13 ICDI inh: Primary screen for inhibitors of IQ motif and Ca2+-dependent inactivation inhibitor domain binding in CACNA1D, Förster resonance energy transfer in living cells, …; HEK cells, CFP/YFP FRET ICDI-IQ, plate reader, 10 min; percent FRET-ratio fall versus neutral wells; inhibition, % at 12.3 µM; 340,000 compounds, 0.098% hits;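 active = mean replicate inhibition of at least 30% and at least 1% of replicates passing that level; inconclusive = only one of the two criteria is met; inactive = neither criterion is met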;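 note: 0% = median of the neutral control wells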
KKLEB tox: CF airway cell cytotoxicity counter-screen; activity change (cytotoxicity), % at 5 µM; 360,000 compounds, 0.36% hits; KKLEB CF airway cells viability, ATPlite luminescence, overnight; hits give low values; cells stimulated with P. aeruginosa culture filtrate; AID 602141;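 active = corrected activity change at or below -50% at 5 µM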
CF NFkB block: inhibitors of cystic fibrosis induced NF-kB. KKLEB NF-kB-GFP reporter, PAF-induced, GFP fluorescence overnight. inhibition, % at 5 µM. 360,000 compounds, 0.86% hits. AID 588850;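 active = at least 50% inhibition at 5 µM, scaled per plate between neutral and stimulator controls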;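 note: PAF is a Pseudomonas aeruginosa culture filtrate used as stimulus; plate controls were PAF-stimulated DMSO wells for no effect and unstimulated DMSO wells for full effect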
Vif inh: HIV Vif inhibition; inhibition, % at 7.49 µM; 340,000 compounds, 0.35% hits; HEK293T cells, Vif self-association by quenched fluorescence, imaging, 24 h; in the data active = inhibition above about 50%, passing the limit was not always enough; inconclusive = no clear call, values can overlap the other calls; inactive = below about 31%; note: some results filed as inactive read as strong as hits
NR2E3 ag-2: agonists of human NR2E3 nuclear receptor | 360,000 compounds, 0.35% hits | Q9Y5X4 | AID 602229 | CHO-S Gal4-NCOR/VP16-NR2E3 two-hybrid, luciferase | inhibition of corepressor binding, % at 3.98 µM;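 active = inhibition above the mean of all tested compounds plus 3 SD, cut at about 70% in these data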;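 note: 0% = DMSO with NR2E3 transfected cells and 100% = cells lacking NR2E3 construct; higher means lower luciferase signal from less NR2E3 corepressor binding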
HIF-2a inh: blocks HIF-2a reporter activity; 786-0 RCC cells HIF-2a reporter, luciferase luminescence, overnight; inhibition, % at 18.8 µM; 360,000 compounds, 0.72% hits;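 active = inhibition of the luminescence signal of 40% or more relative to plate controls, in a single-dose primary screen at 18.75 µM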
TRPM1 prom inh: MITF TRPM1 promoter inhibition in SK-MEL-5 cells | SK-MEL-5 TRPM1 promoter luciferase, 24 h | inhibition, % at 12.5 µM | 330,000 compounds, 0.83% hits | AID 488899;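 active = mean inhibition across replicates of 60% or more, whatever share of single replicates reaches that level; inconclusive = some that reach 60%, reason not given; inactive = mean inhibition across replicates below 60%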; note: values of inactives mirror those of a sister screen read the other way
* = called active by the depositor; u = inconclusive; x = not tested or not shown.

canonical_smiles	Peg3 prom inh	NR2E3 ag-1	PDI inh	Shn3 inh set2	CaV13 ICDI inh	KKLEB tox	CF NFkB block	Vif inh	NR2E3 ag-2	HIF-2a inh	TRPM1 prom inh
COc1ccc(C(=O)n2cnc3ccccc32)cc1[N+](=O)[O-]	8	-3	6	10	-5	4	-4	-1	-31	18	14
Nc1ccccc1C(=O)N(Cc1ccccc1)Cc1ccccc1	12	1	-5	8	-5	-2	5	5	-46	9	1
CCOC(=O)N1CCC(NC(=O)Cn2cc3c(n2)CCCC3)CC1	-4	4	x	-6	-4	2	6	-4	-21	4	13
O=C(c1cc(-c2ccccc2Cl)on1)N1CCN(C(=O)c2ccco2)CC1	-33	-2	-11	4	x	8	-9	x	-12	-58	-17
COc1ccccc1CNC(=O)CCCOc1cc(=O)n(C)c2ccccc12	-99	4	-1	-7	-5	-6	-38	x	-19	0	3
Cc1ccc(S(=O)(=O)N2C[C@H]3n4c(=O)ccc(=O)n4C[C@H](OC(=O)NCc4ccccc4F)[C@@]3(O)C2)cc1	11	x	15	-33	-4	-8	44	-3	-19	20	x
CN(CC(=O)Nc1ccc(F)c(F)c1)S(=O)(=O)c1cccs1	-1	5	-11	16	-7	5	-1	28	-22	-24	-5
CCN(CC)c1ccc2c(-c3ccc(S(=O)(=O)O)cc3S(=O)(=O)[O-])c3ccc(=[N+](CC)CC)cc-3oc2c1	28	46*	1	5	x	16	-3	x	5	32	60
COc1ccc2c(C)cc(SCC#N)nc2c1	8	1	-4	-6	-7	-4	19	-6	-19	7	6
CCOC(=O)c1c(C)n(C)c2ccc(O)c(CN3CCC(C)CC3)c12	-14	0	1	30	x	-8	9	-5	-25	7	9
CC(=O)Nc1ccc(C(=O)N(C2=NC(C)CS2)c2ccc(Cl)cc2)cc1 (configuration not stated)	14	1	-6	2	-6	10	-26	3	-2	-53	-8
CC(=O)Nc1ccc(S(=O)(=O)C(C#N)c2nc3ccccc3nc2NCCO)cc1 (configuration not stated)	-2	1	6	-2	-7	8	1	4	-3	9	1
O=S(=O)(c1cccc(C(F)(F)F)c1)c1ccc(O)cn1	7	-8	13	12	-3	0	-11	-5	6	8	-9
CCC(=O)Nc1ccc(C(=O)CSc2nc(N)cc(N)n2)cc1	12	-2	-2	-14	-7	8	-12	-15	-6	14	4
CCc1ccc(Nc2nnc(SC(C)C(=O)NC3CC3)s2)cc1 (configuration not stated)	-1	x	-9	17	-3	6	-7	0	-30	-67	-20
COc1ccc(S(=O)(=O)N(C)C[C@H]2OCc3cnnn3CCCC(=O)N([C@H](C)CO)C[C@@H]2C)cc1	18	x	-9	-1	-4	0	4	2	-5	7	x
O=C1c2ccccc2NC(c2ccc(-c3ccc(F)cc3)o2)N1O (configuration not stated)	-256	-1	6	-109	-4	-7	1	12	-52	-266	-73
CSc1nnc(C)c(/C=C/NOCc2cccc(F)c2)n1	1	4	1	2	-7	2	3	-7	-17	3	4
CCOc1ccc(-n2c(=O)[nH]cc(C(=O)N3CCc4ccccc43)c2=O)cc1	3	-4	0	-14	-8	-5	4	6	-2	0	-3
O=C(NCC(c1ccco1)N1CCN(c2ccc(F)cc2)CC1)c1cccs1 (configuration not stated)	-20	1	4	-22	-1	0	14	0	18	-24	-13
C[C@H](NC(=O)c1ncn2c1C(=O)NC[C@@H]2C)C(=O)OC(C)(C)C	-1	x	1	2	-10	0	2	-2	-23	9	x
CCN(CC)Cc1c(C(=O)N/N=C/c2ccc(OCc3ccccc3C)cc2)nnn1-c1nonc1N	-104	0	8	-31	-15	22	-61	-1	-81	-156	-54
O=C(CCCOc1ccccc1)Nc1cccc(S(=O)(=O)N2CCOCC2)c1	10	x	-18	5	-5	-5	2	-1	-38	3	7
O=C1CCC(c2ccccc2)=NN1Cc1c(F)cccc1Cl	7	-3	0	8	-2	12	-16	-4	-4	8	0
O=C1C(Cl)=C(NCC2CCCO2)C(=O)N1C1CCCCC1 (configuration not stated)	-1	1	-2	12	-5	1	-2	3	-15	-10	-6
C[C@H]1CCC[C@]2(O[C@H](CCO)C[C@@H](O)[C@@H]2O)O1	-10	-2	-2	4	-11	-14	-5	-8	-22	-7	-2
O=C(c1sc2ccccc2c1Cl)N1CCN(c2ccccc2F)CC1	0	-2	4	15	-4	8	8	-6	-23	10	-4
COc1ccc(CCNC(=O)CSc2ccc3ccccc3c2)cc1OC	0	-1	0	6	-5	9	-14	-5	17	6	1
COc1ccc(C(=S)N2CCCCC2)cc1Br	2	2	1	-9	-5	-1	9	-20	-18	8	2
CC(C)(C)c1ccc(Cn2nnc3c(=O)[nH]c(C4CCCN(C(=O)c5cccs5)C4)nc32)cc1 (configuration not stated)	39	4	6	0	-5	5	-2	-10	5	43*	-17

Looked up by structure from the list above (4):
canonical_smiles	Peg3 prom inh	NR2E3 ag-1	PDI inh	Shn3 inh set2	CaV13 ICDI inh	KKLEB tox	CF NFkB block	Vif inh	NR2E3 ag-2	HIF-2a inh	TRPM1 prom inh
O=C(CCCOc1ccccc1)Nc1cccc(S(=O)(=O)N2CCOCC2)c1	10	x	-18	5	-5	-5	2	-1	-38	3	7
CC(=O)Nc1ccc(S(=O)(=O)C(C#N)c2nc3ccccc3nc2NCCO)cc1 (configuration not stated)	-2	1	6	-2	-7	8	1	4	-3	9	1
CCN(CC)c1ccc2c(-c3ccc(S(=O)(=O)O)cc3S(=O)(=O)[O-])c3ccc(=[N+](CC)CC)cc-3oc2c1	28	46*	1	5	x	16	-3	x	5	32	60
O=C1CCC(c2ccccc2)=NN1Cc1c(F)cccc1Cl	7	-3	0	8	-2	12	-16	-4	-4	8	0

Next section:
canonical_smiles	Peg3 prom inh	NR2E3 ag-1	PDI inh	Shn3 inh set2	CaV13 ICDI inh	KKLEB tox	CF NFkB block	Vif inh	NR2E3 ag-2	HIF-2a inh	TRPM1 prom inh
Cc1ccc(C(=O)c2c3ccc([N+](=O)[O-])cc3[n+]([O-])n2CCCC(N)=O)cc1	-3	2	2	0	-5	8	-27	0	-12	0	31
O=C(/C=C/c1cccnc1)c1ccc(O)cc1	7	-4	u	15	-2	-5	35	0	-25	-4	2
CS(=O)(=O)N(Cc1ccccc1Cl)c1ccc(C(=O)NCc2ccccn2)cc1	-4	-2	0	-1	-3	-6	5	2	32	14	4
Cc1ccc(-c2noc(-c3c(C)noc3C)n2)cc1	-91	-8	-5	-40	-5	-7	5	2	2	-142	-11
O=c1cc(CN2CCOCC2)c2c(ccc3ccccc32)o1	46	6	-5	1	-8	-13	-5	-8	5	5	6
COc1ccc(CC(=O)n2[nH]c(=O)c3ccccc3c2=O)cc1OC	7	-2	-2	-8	-2	8	-4	-32	-15	24	7
NC(=O)C1(Nc2ccc([N+](=O)[O-])cc2)CCCC1	13	x	0	-11	-6	-7	0	-3	-20	10	-15
COc1cccc(CCC(=O)N2CCC(n3nccc3NC(=O)CC(C)C)CC2)c1	-25	-2	7	-33	-3	13	7	-3	8	-20	-8
COc1ccc(N2C3=C(CC4=C2CCCC4=O)C(=O)CCC3)cc1	1	-4	15	12	-3	10	-9	x	-36	20	-2
COc1cccc(-c2nc(CS(=O)(=O)CC(=O)Nc3cc(OC)ccc3OC)c(C)o2)c1	5	1	10	1	-7	-2	11	4	12	10	5
C=CCn1c(SCC(=O)c2c(N)n(CCC)c(=O)n(C)c2=O)nnc1-c1ccncc1	14	3	-4	16	5	10	-13	0	5	25	2
C=CCn1c(SCC(=O)N(CC)c2c(N)n(Cc3ccccc3)c(=O)[nH]c2=O)nnc1-c1ccccc1OC	-2	x	-1	-10	-2	6	10	-4	1	0	-2
N#Cc1c(-c2ccccc2)ccn(Cc2ccc(Cl)cc2)c1=O	13	1	5	16	x	2	-8	-1	-5	15	3
CN(C(=O)c1ccc(F)cc1)c1ccc(OCC(=O)Nc2ccccc2C(=O)O)cc1	9	x	-3	2	-5	-7	21	9	7	8	15
CCN(CC(=O)NCc1cccs1)c1ccc(S(=O)(=O)N2CCCC2)cn1	3	2	1	x	-5	2	3	2	-12	3	12
CCc1nnc(NS(=O)(=O)c2ccc(NC(=O)c3ccc(S(=O)(=O)N(CC)CC)cc3)cc2)s1	-8	-2	-3	2	-21	1	-2	x	0	25	6
CC1CN(S(=O)(=O)c2cc(C(=O)N3CCCCC3C)ccc2Cl)CC(C)O1 (configuration not stated)	9	x	4	11	-2	-5	31	-13	-1	9	3
CCn1nc(C)c(NC(=O)CCCSc2nc(-c3ccco3)cc(C(F)(F)F)n2)c1C	8	2	5	22	x	-6	14	-21	24	12	2
CC1Cc2ccccc2N1C(=O)C1CCN(S(=O)(=O)c2cccs2)CC1 (configuration not stated)	6	0	3	13	x	3	-3	10	-18	2	-2
Cc1ccc2c(c1)NC(C(C)(C)C)CO2 (configuration not stated)	21	-1	13	-17	x	5	-7	3	-4	23	7
